# Screening results deposited in PubChem by Broad Institute.
# EWS-Fli inh: EWS/Fli transcriptional activity inhibition; A673 NR0B1-luciferase reporter, viability-normalised; inhibition, % at 12.6 µM; actives 0.67% (n = 350,000);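 active = mean inhibition of at least 50% after viability correction, with every replicate also passing that limit; inconclusive = mean reaches 50% but only one of two replicates passes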;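 note: firefly luciferase signal divided by Alamar Blue viability fluorescence both relative to DMSO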
# RAD52 inh: inhibitors of human RAD52 DNA annealing; P43351; recombinant RAD52 DNA annealing, FRET fluorescence; AID 651710; actives 0.46% (n = 360,000); inhibition, % at 18.7 µM;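 active = every replicate showing at least 50% inhibition; inconclusive = mean inhibition at least 50% but not in every replicate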
# S100A4 MyoIIA: S100A4-myosin IIA interaction inhibition; P26447; S100A4/TAMRA-MyoIIA peptide fluorescence polarization; inhibition, % at 10.7 µM; actives 0.14% (n = 360,000);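 active = mean inhibition of at least 70% across replicates, with every replicate also reaching that level; inconclusive = mean inhibition reaches 70% but some replicates fall short; inactive = mean inhibition below 70%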
# Target sequence (P26447 whole entry, looked up): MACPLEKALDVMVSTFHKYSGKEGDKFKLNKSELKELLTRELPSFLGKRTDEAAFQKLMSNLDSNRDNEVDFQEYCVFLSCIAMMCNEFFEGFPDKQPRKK
#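 incubation = readout 5 min after mixing, signal stable up to 60 min | system = S100A4 monomer protein | buffer or medium = HEPES pH 7.2 with CaCl2, KCl, NaCl, DTT, Triton | benchmarks = neutral control DMSO, positive control TFP | also added = fluorescent myosin IIA peptide, 5 nM | compound dosing = one concentration per compound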
# FN deposition inh: fibronectin deposition inhibition; AH1F fibroblasts, Alexa488-fibronectin deposition fluorescence, overnight; inhibition, % at 12.6 µM; actives 0.086% (n = 350,000);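 active = mean inhibition across replicates of 30% or more, regardless of how many single replicates reach that level; inconclusive = mean under 30% yet at least half of replicates reach 30%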;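 note: positive control wells lacked labelled fibronectin entirely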
#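 Assay system: AH1F fibroblasts / Quantity: 10000 cells per well / Medium: DMEM plus 2% serum, read in PBS / Reagent: labelled fibronectin 24 nM / Dosing: single dose, pinned / Times: 1 h cell attachment, overnight exposure to compound and label / Signal: fluorescence, ex 485 nm, em 525 nm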
# esBAF inh: SWI/SNF esBAF complex inhibition; mouse ES cells, Bmi1-luciferase knock-in reporter, 24 h; 100% = twice the neutral-well signal; reporter increase, % at 12.5 µM; actives 2% (n = 350,000); in the data active = activation above about 40%; inconclusive = no clear call, values can overlap the other calls;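 note: 0% = median of the plate's neutral control wells and 100% = double that signal; a rise in the Bmi1 reporter signal indicates esBAF inhibition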
# E-sel inducer: induces E-selectin expression in human endothelial cells | actives 0.37% (n = 260,000) | activation, % at 7.58 µM | P16581 | HUVEC E-selectin immunofluorescence imaging; normalized: neutral wells 0, TNF-alpha wells 100;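 active = mean E-selectin-positive cell signal at least 10% of the positive control, reached in at least 60% of replicates, without over 20% cell loss; inconclusive = no rule given, readout overlaps actives, possibly toxicity-flagged; inactive = the rest, including those meeting only one limit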;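 note: in these data hits start at about 27%; measured in HUVEC primary endothelial cells; signal is the percent of cells scored E-selectin positive by PE staining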
#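 Assay system: HUVEC primary endothelial cells. Input: 3,000 HUVEC seeded per well. Doses: one compound dose added by pin transfer. Read-out basis: % PE-positive cells. Benchmarks: TNF-alpha high, DMSO low. Detection: immunofluorescence imaging. Buffer or medium: EGM-2, gelatin.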
# XiGFP reactiv: activators of X-chromosome reactivation in mouse fibroblasts; XiGFP mouse fibroblasts, % GFP-positive cells imaging, 3 d; cells co-treated with 5-aza-dC sensitizer; scaled so ellipticine positive control = 100%; activation, % at 7.58 µM; actives 0.055% (n = 360,000); AID 743238;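 active = mean normalized replicate activation at least 10% and every replicate at or above 10%; inconclusive = only one of the two criteria met; inactive = mean below 10% and not all replicates reach 10%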;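 note: 0% = median of on-plate neutral control wells and 100% = ellipticine 6 µM median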
#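 assay system = SV40-immortalized XiGFP fibroblast cells, line 68-5-11 | buffer or medium = DMEM plus 5-aza-dC sensitizer | doses = single-point pinned compound dosing | times = 3-day compound exposure, then 15 min fixation at room temperature | benchmarks = positive control ellipticine, 6 µM final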
# RAD54 branch: RAD54 (human) branch migration inhibition; Q92698; RAD54 Holliday junction branch migration, FAM/BHQ fluorescence; inhibition, % at 10.4 µM; actives 0.14% (n = 360,000);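 active = mean normalized replicate activity at least 40 and at least half of replicates scoring 40 or more; inconclusive = only one of the two criteria met; inactive = mean below 40 and under half of replicates reaching 40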;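 note: 0% = median of neutral control wells and 100% = median of positive control wells; inhibitors cause a drop in the FAM fluorescence signal; in these data hits start at about 50%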
# Target sequence (Q92698 whole entry, looked up): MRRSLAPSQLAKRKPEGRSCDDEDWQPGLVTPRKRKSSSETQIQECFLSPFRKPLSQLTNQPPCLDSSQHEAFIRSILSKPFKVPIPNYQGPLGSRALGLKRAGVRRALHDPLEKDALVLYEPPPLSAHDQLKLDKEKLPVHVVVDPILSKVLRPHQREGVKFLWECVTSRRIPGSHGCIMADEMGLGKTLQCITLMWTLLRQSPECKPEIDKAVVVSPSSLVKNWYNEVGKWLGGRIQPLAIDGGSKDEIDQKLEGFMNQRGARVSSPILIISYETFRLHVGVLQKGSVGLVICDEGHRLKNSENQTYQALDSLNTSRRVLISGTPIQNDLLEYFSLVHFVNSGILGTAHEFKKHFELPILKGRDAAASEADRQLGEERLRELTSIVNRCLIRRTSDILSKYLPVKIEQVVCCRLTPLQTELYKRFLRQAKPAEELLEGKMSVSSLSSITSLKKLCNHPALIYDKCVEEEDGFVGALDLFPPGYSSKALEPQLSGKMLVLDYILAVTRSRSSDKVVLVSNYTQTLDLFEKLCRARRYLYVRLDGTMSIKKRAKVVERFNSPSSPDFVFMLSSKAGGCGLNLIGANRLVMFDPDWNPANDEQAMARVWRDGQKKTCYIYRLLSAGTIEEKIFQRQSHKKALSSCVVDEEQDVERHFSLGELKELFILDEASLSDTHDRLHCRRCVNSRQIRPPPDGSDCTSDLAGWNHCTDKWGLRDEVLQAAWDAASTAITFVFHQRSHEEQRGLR
# * = called active by the depositor; ? = inconclusive; nt = not tested or not shown.
SMILES,EWS-Fli inh,RAD52 inh,S100A4 MyoIIA,FN deposition inh,esBAF inh,E-sel inducer,XiGFP reactiv,RAD54 branch
O=C(NC1CCCN(Cc2ccc(Cl)cc2)C1)c1c(F)ccc(F)c1F (stereo unspecified),-5,-29,-6,-3,-2,0.1,-0.1,6
CS(=O)(=O)N1CCc2cc(C(=O)N3CCN(c4ccc(F)cc4)CC3)ccc21,nt,-6,-5,15,6,nt,0.1,4
O=C(C[C@@H]1CC[C@@H](NC(=O)c2cccc(F)c2)[C@H](CO)O1)NCc1ccccc1,5,5,2,-9,0,-0.2,-0.4,-2
CN(C)CCN(C(=O)C1CCN(S(=O)(=O)c2cccs2)CC1)c1nc2ccccc2s1,-23,16,-1,-2,8,4.7,0.1,-1
COc1cc(N=Nc2ccc3ccccc3c2)ccc1O,-81,-17,-3,1,-1,0.5,0.0,4
Cc1ccc(-c2nnn(CC(=O)Nc3ccccc3N3CCOCC3)n2)cc1,10,0,-1,nt,-6,nt,nt,-8
N#CCC1c2ccccc2CCN1C(=O)Nc1cccc(Cl)c1 (stereo unspecified),3,-7,-3,nt,-7,nt,nt,0
COc1ccc(/C=N/NC(=O)c2nnn(-c3nonc3N)c2-c2cccs2)cc1OC,nt,5,0,25,4,nt,0.0,7
CCOC(=O)C1=C(N)Oc2c(oc(CO)cc2=O)C1c1ccc(Cl)cc1 (stereo unspecified),10,-3,1,-15,nt,0.1,0.0,nt
COc1cccc(NC(=S)Nc2cc(C)cc(C)n2)c1,-101,-1,-1,6,?,2.8,0.0,-9
COc1ccc(-c2ccc(=O)n(Cc3cccc([N+](=O)[O-])c3)n2)cc1,13,0,3,-3,nt,0.2,0.0,nt
c1cnc2c(Oc3ncnc4sccc34)cccc2c1,5,7,0,-5,0,-1.8,0.1,-1
Cc1cc(-c2nc(C)c(-c3nnc(SCC(=O)Nc4cc(Cl)cc(Cl)c4)n3C)s2)no1,14,-21,-4,3,nt,nt,0.0,nt
O=C(CCCCCn1c(=S)[nH]c2ccc(N3CCOCC3)cc2c1=O)NCc1ccc(Cl)cc1,2,-6,14,-6,-3,0.1,0.0,-4
COCCN(Cc1ccccc1)C(=S)Nc1ccc(OC(F)F)cc1,-13,-8,-5,nt,6,nt,0.2,nt
CCOC(=O)C1(CCCc2ccccc2)CCN(C(=O)c2ocnc2C)CC1,18,-11,0,-5,-6,nt,0.0,nt
COc1ccc([N+](=O)[O-])cc1NC(=O)c1ccc(N2C(=O)CCC2=O)cc1,-5,-8,-2,0,-7,0.2,0.8,nt
O=C(CN1CCN(Cc2ccc(F)cc2Cl)CC1)NCc1ccccc1,3,-9,-4,-2,-5,nt,0.0,0
CO[C@@H]1CN(C)C(=O)c2ccc(NC(=O)Nc3ccccc3F)cc2OC[C@H](C)NC[C@@H]1C,-7,2,5,-4,4,-0.1,0.4,-10
COc1ccc(NC(=O)NCc2ccccc2F)cc1OC,-2,-9,-6,9,-9,1.4,0.5,nt
C[C@@H]1CN([C@H](C)CO)S(=O)(=O)c2ccc(C#CC3CC3)cc2O[C@@H]1CN(C)Cc1ccccn1,3,-5,5,17,2,-0.6,0.0,1
CCOc1ccc(NC(=O)c2cc3ccccc3cc2O)cc1,-57,-11,-4,-10,44,nt,0.0,2
CCCN(CC(=O)Nc1ccccc1C)C(=O)C1CCN(S(=O)(=O)c2ccc(C)c(C)c2)CC1,9,16,-3,-4,10,0.6,0.0,-1
O=C1CN(C(=O)COC(=O)CNS(=O)(=O)/C=C/c2ccccc2)c2ccccc2N1,-16,-7,-1,-6,nt,1.4,0.1,nt
COc1ccc(C#Cc2cnc3c(c2)C(=O)N([C@H](C)CO)C[C@H](C)[C@H](CN(C)S(=O)(=O)c2ccccc2)O3)cc1OC,9,6,-5,nt,7,-0.3,-0.3,2
CC(C)NC(=O)Nc1ccc2c(c1)CC(=O)N([C@H](C)CO)C[C@H](C)[C@H](CN(C)S(=O)(=O)c1cn(C)cn1)O2,-13,0,2,nt,0,-2.2,0.4,-4
C[C@H](NC(=O)c1ccco1)C(=O)Nc1ccc2c(c1)OCO2,1,6,0,-1,0,-0.6,0.0,nt
CC(=O)c1ccc(Nc2nc(-c3sc(C)nc3C)cs2)cc1,66*,-117,2,10,8,nt,0.2,-4
COc1ccc2c3c([nH]c2c1)[C@@H](CO)N(C(=O)C1CCCC1)CC31CN(C(=O)NC(C)C)C1,-6,-9,-7,nt,nt,0.7,0.2,nt
Cc1cc(C(=O)NCCc2ccc(Cl)cc2)no1,-17,-6,-1,nt,3,-1.0,0.0,8
CCCN(CC(=O)Nc1ccccc1OC)C(=O)CN1C(=O)NC(C)(C)C1=O,-2,-5,-3,nt,nt,0.2,0.0,nt
O=C(Nc1cc(F)ccc1F)N[C@@H]1C=C[C@H](CC(=O)N2CCc3ccccc3C2)O[C@@H]1CO,4,-5,4,-16,5,-0.4,0.2,0
COc1ccccc1NC(=O)Cc1nnc(SCC(=O)Nc2nccs2)n1C,-4,-10,0,2,-5,0.1,0.3,5
CCOc1ccccc1CN1CCNC(=O)C1CC(=O)NCc1ccccn1 (stereo unspecified),-4,0,3,nt,-11,0.1,-0.1,-3
Nc1nonc1-n1nnc(C(=O)N/N=C/c2cc(Cl)ccc2O)c1CN1CCCCCC1,19,-9,0,5,-63,1.1,0.8,-7
C/C(=N\NC(=O)c1cc2ccccc2cc1O)c1cccs1,-83,-38,-3,3,-23,0.0,0.0,-2
CCCNC(=O)Nc1ccc2c(c1)C(=O)N(C)C[C@@H](OC)[C@H](C)CN(Cc1ccccc1)[C@H](C)CO2,3,nt,nt,-11,-3,-0.1,0.7,nt
CCCNC(=O)C[C@@H]1C[C@H]2c3cc(NC(=O)Nc4ccc(OC)cc4)ccc3O[C@H]2[C@H](CO)O1,-7,-9,6,-9,4,-0.1,-0.1,-1
Cc1ccc(S(=O)(=O)N(C)C[C@H]2OCCCC[C@@H](C)Oc3ccc(NS(=O)(=O)c4c(C)noc4C)cc3C(=O)N([C@@H](C)CO)C[C@H]2C)cc1,13,-70,94*,-16,2,-0.1,-0.1,13
CCC1(CC)C(=O)C2=C3C1[C@H](C(=O)OC)CC(C(=O)OC)C[C@H]3[C@H]1C(=O)N(c3ccccc3)C(=O)[C@H]1[C@H]2C (stereo partly specified),-15,nt,nt,-5,-3,0.1,0.0,4
C[C@@H]1CN([C@H](C)CO)S(=O)(=O)c2ccc(C#CC3CC3)cc2O[C@H]1CN(C)C(=O)c1ccncc1,13,16,-37,nt,-7,-0.3,-1.4,-3
C/C(=N\NC(=O)c1ccccc1OCc1ccc(F)cc1)c1ccccn1,-12,-2,-8,-6,0,0.0,0.1,8
COc1ccc(S(=O)(=O)N(C)C[C@@H]2Oc3ccc(NC(=O)C4CCCCC4)cc3CC(=O)N([C@@H](C)CO)C[C@H]2C)cc1,0,-19,0,nt,2,-0.2,0.0,0
COC(=O)c1cccc(CC2(C)C(=O)Nc3ccc(OC(F)(F)F)cc32)c1 (stereo unspecified),9,-4,-1,9,-8,-3.0,-0.1,-3
N#C[C@H]1[C@H](c2ccc(-c3ccccc3F)cc2)[C@@H](CO)N1C(=O)C1CCC1,17,-81,-12,4,4,-0.2,0.4,-5
C[C@@H]1CN([C@H](C)CO)C(=O)c2cc(NC(=O)CCCCCC(=O)Nc3ccccc3N)ccc2O[C@H]1CN(C)C,44,-15,-2,-6,-19,-3.2,-0.5,-8
C/C(=N\NC(=O)c1ccncc1)c1ccc(N(C)C)cc1,-9,-17,-6,-3,5,nt,0.0,nt
CCOc1ccc(NC2OC(C)C(O)C(O)C2O)c([N+](=O)[O-])c1 (stereo unspecified),-2,-14,-3,5,-2,nt,0.0,-29
Nc1c2c(nn1-c1ccccc1)CCC2,3,-6,-3,-2,7,-0.1,0.3,3
CC(C)Nc1nnc(SCC(=O)N2CCN(C(=O)c3ccco3)CC2)s1,-6,-3,-4,-3,1,1.8,0.1,-8

# Additional records follow:
SMILES,EWS-Fli inh,RAD52 inh,S100A4 MyoIIA,FN deposition inh,esBAF inh,E-sel inducer,XiGFP reactiv,RAD54 branch
O=C(NCCN1CCN(c2ccccc2)CC1)C1(S(=O)(=O)c2ccc(Cl)cc2)CC1,5,-29,-1,-7,-10,0.0,0.2,-5
C[C@H]1CN([C@@H](C)CO)C(=O)Cc2cc(NS(C)(=O)=O)ccc2O[C@@H]1CN(C)Cc1ccc(C(=O)Nc2ccccc2N)cc1,-1,-20,2,nt,10,-6.7,-0.7,21
CC(C)NC(=O)N(C)C[C@@H]1OCCCC[C@@H](C)Oc2ccc(NC(=O)Nc3cccc4ccccc34)cc2C(=O)N([C@@H](C)CO)C[C@H]1C,7,26,-16,-11,0,nt,0.0,4
CCC(=O)Nc1cccc(NC(=S)NC(=O)c2cc3ccccc3o2)c1,-44,-14,1,16,nt,nt,0.2,nt
CSc1ccc(C(=S)N2CCCC2)cc1,-8,-12,1,-4,6,nt,0.0,-3
NN1C(=O)NC(c2ccccc2)(c2ccccc2)C1=O,0,-6,-15,0,nt,0.3,0.2,nt
COc1ccc(C2C3=C(CCCC3=O)Nc3nc(SCc4ccc(C(=O)O)cc4)nn32)cc1OC (stereo unspecified),10,-1,-3,5,2,0.4,0.0,-18
CC(C)(CNC(=O)C1c2ccccc2-c2ccccc21)N1CCOCC1,-22,-25,-2,-12,0,nt,-0.1,-7
NC(=O)[C@H]1[C@@H]2C(=O)O[C@@H](c3ccccc3)[C@@H](c3ccccc3)N2[C@@H](c2ccccc2OCCO)[C@]12C(=O)Nc1ccc(C#CC3(O)CCCCCC3)cc12,33,13,-3,nt,nt,nt,nt,-3
COCCNC(=O)C[C@@H]1C[C@H]2c3cc(NC(=O)Nc4ccc(C(F)(F)F)cc4)ccc3O[C@H]2[C@H](CO)O1,5,8,5,nt,4,0.2,0.0,1
N#Cc1ccc(C(=O)OCC(=O)N2CCCC2)cc1,7,-15,64,-2,6,0.4,0.4,5
C/C=C/c1cnc2c(c1)C(=O)N([C@@H](C)CO)C[C@H](C)[C@@H](CN(C)C(=O)c1cnccn1)O2,2,-1,7,nt,-1,-0.1,0.3,5
Cc1noc(C)c1S(=O)(=O)Nc1ccc2c(c1)C(=O)N([C@H](C)CO)C[C@H](C)[C@@H](CN(C)S(=O)(=O)c1cccs1)OCCCC[C@H](C)O2,-6,nt,nt,4,-4,nt,-0.1,-2
O=C(c1ccco1)N1CCN(C2CN(C3CCCC3)S(=O)(=O)C2)CC1 (stereo unspecified),-5,-22,-1,3,-6,9.1,0.2,-9
